PGC1a acetyl inh: modulators of PGC1a acetylation. actives 0.17% (n = 350,000). inhibition, % at 15.6 µM. U2OS PGC1a acetylation, AlphaScreen anti-acetyl-lysine; with virally co-expressed GCN5 acetyltransferase. AID 651687;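 active means every replicate shows inhibition of at least 40%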;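 further: 0% = neutral control wells and 100% = positive control wells; some results beyond the cut were filed as inactive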
miR122 inh: blocks miR-122 activity in Huh7 sensor cells; Huh7 miR-122 Renilla luciferase sensor, 48 h; neutral wells = 0, positive control = 100; activation (reporter increase), % at 12.5 µM; actives 0.3% (n = 340,000); AID 602342;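 active means mean replicate activation score at least 90 and every replicate individually at or above 90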;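 further: higher luciferase means less miR-122 activity so hits act as miR-122 inhibitors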
E-selectin induc: induces E-selectin expression in human endothelial cells | P16581 | HUVEC E-selectin immunofluorescence imaging; normalized: neutral wells 0, TNF-alpha wells 100 | activation, % at 7.58 µM | actives 0.37% (n = 260,000);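 active means mean E-selectin-positive cell signal at least 10% of the positive control, reached in at least 60% of replicates, without over 20% cell loss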;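 further: in these data hits start at about 27%; measured in HUVEC primary endothelial cells; signal is the percent of cells scored E-selectin positive by PE staining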
Target sequence (P16581 whole entry, looked up): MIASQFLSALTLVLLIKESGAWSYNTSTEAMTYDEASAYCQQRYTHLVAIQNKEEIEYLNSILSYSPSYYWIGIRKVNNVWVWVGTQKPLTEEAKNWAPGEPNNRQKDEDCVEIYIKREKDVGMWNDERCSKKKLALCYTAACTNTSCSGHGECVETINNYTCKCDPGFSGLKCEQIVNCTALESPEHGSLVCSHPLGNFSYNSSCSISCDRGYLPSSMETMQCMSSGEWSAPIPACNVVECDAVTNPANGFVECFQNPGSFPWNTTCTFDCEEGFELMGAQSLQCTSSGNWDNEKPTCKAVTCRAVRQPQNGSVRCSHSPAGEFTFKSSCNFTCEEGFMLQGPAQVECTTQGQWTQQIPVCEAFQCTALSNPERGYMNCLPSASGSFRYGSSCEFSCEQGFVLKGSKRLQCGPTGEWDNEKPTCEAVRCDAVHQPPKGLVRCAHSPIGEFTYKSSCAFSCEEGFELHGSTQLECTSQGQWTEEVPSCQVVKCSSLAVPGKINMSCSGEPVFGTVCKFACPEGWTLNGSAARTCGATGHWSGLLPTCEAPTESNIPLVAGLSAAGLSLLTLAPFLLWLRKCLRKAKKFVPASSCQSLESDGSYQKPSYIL
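Test system: HUVEC; input: 3,000 HUVEC/well; measured by: immunofluorescence imaging; read-out: % PE-positive cells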
RAD52 anneal inh: inhibitors of human RAD52 DNA annealing; P43351; recombinant RAD52 DNA annealing, FRET fluorescence; inhibition, % at 18.7 µM; actives 0.46% (n = 360,000);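 active means every replicate showing at least 50% inhibition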
Target sequence (P43351 whole entry, looked up): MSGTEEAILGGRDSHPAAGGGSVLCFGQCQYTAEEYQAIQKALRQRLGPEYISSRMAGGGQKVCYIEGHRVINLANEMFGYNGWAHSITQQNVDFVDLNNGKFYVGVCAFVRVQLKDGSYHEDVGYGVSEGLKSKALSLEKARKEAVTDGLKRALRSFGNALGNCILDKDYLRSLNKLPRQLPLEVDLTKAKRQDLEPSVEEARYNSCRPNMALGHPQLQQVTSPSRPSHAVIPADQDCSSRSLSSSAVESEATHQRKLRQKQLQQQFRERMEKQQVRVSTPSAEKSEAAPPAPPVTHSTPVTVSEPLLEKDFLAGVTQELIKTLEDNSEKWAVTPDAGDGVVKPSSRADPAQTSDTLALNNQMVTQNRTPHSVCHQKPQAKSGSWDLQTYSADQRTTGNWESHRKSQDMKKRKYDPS
ERAP1 HTS inh: ERAP1 (human) enzyme inhibition. Q9NZ08. inhibition, % at 10.7 µM. recombinant ERAP1, Leu-AMC fluorescence, 60 min. actives 0.15% (n = 340,000);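 active means mean replicate inhibition of at least 30%, or all replicates individually reaching that 30% level; inactive means mean below 30% and not every replicate reaching it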;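 further: 0% = neutral control wells and 100% = L-leucinethiol positive control wells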
Cneo AK release: causes C. neoformans cell lysis | actives 0.2% (n = 360,000) | adenylate kinase release luminescence, 4 h; normalised: neutral wells 0, clomiphene wells 100 | lysis activity, % at 15 µM | AID 651654;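 active means mean lysis activity across replicates of at least 80%, whatever share of replicates individually reach that level; inactive means mean lysis activity below 80%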
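Material – log-phase Cryptococcus neoformans yeast cells · Input – 5 × 10^6 yeast cells/mL · Medium – fresh YPD growth medium · Doses – single compound concentration per well · Timing – static 4 h at 37 °C with compound, 1 h detection · Detection – adenylate kinase release luminescence · Read-out – signal increase indicating cell lysis · Control set – Clomiphene as positive lysis control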
PglD inh: inhibitors of Campylobacter jejuni PglD acetyltransferase | purified PglD enzyme, DTNB colorimetric CoA detection | inhibition, % at 12.5 µM | actives 0.098% (n = 360,000) | AID 602405; in the data active means inhibition above about 16%, passing the limit was not always enough; further: strong numbers were not always called active
RAD54 inh: inhibitors of human RAD54 branch migration; RAD54 Holliday junction branch migration, FAM/BHQ fluorescence; Q92698; inhibition, % at 10.4 µM; actives 0.14% (n = 360,000);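 active means mean normalized replicate activity at least 40 and at least half of replicates scoring 40 or more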;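 further: 0% = median of neutral control wells and 100% = median of positive control wells; inhibitors cause a drop in the FAM fluorescence signal; in these data hits start at about 50%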
An asterisk follows results filed as active; . = not tested or not shown; & = joins results of further samples; [ ] = another dose, or the depositor's remark.

canonical_smiles | PGC1a acetyl inh | miR122 inh | E-selectin induc | RAD52 anneal inh | ERAP1 HTS inh | Cneo AK release | PglD inh | RAD54 inh
O=C(/C=C/c1ccccc1)N/C(=C/c1ccccc1)C(=O)Nc1cccc(C(=O)O)c1 | 7 | 2 | . | -19 | -59 | -3 | -2 | -3
O=C(CCc1ccc(O)cc1)c1c(O)cc(O)cc1O | . | . | 1.4 | -7 | . | -1 | 6 | 2
c1ccc(CNc2c3ccccc3nc3ccccc23)cc1 | . | . | 0.5 | 84* | -3 | 0 | 0 | 83*
N#C[C@@H]1[C@H](c2ccccc2)[C@@H](CO)N1C(=O)CN1CCOCC1 | -3 | . | 0.1 | 0 | -2 | -1 | -3 | -1
Cc1noc(C)c1S(=O)(=O)N(C)C[C@@H]1Oc2ccc(NS(=O)(=O)c3cn(C)cn3)cc2CC(=O)N([C@@H](C)CO)C[C@H]1C | -3 | 4[16.7 µM] | -0.1 | 0 | -1 | -2 | 1 | 0
O=C(Cc1ccccn1)NCC[C@@H]1CC[C@@H](NS(=O)(=O)c2ccccc2)[C@@H](CO)O1 | -8 | . | -0.3 | -12 | 11 | -1 | 0 | -2
CCCNC(=O)N(C)C[C@@H]1Oc2ncc(C#CC(C)C)cc2C(=O)N([C@H](C)CO)C[C@H]1C | 15 | -6[16.7 µM] | 0.2 | -2 | -4 | -1 | 5 | -1
COc1ccc(C2c3ccc(O)cc3Oc3ncn4nc(-c5ccccn5)nc4c32)cc1 (stereo not given) | -3 | 5 | 1.8 | 2 | -2 | 0 | 4 | -4
CN(C)CC(=O)Nc1ccc2c(c1)[C@H]1C[C@@H](CC(=O)NCCN3CCCCC3)O[C@@H](CO)[C@H]1O2 | 6 | 3[16.7 µM] | -0.5 | 11 | 0 | -3 | -3 | 3
COc1ccc2c(c1)c(=O)oc1c(C)c(OCc3ccc(C(=O)O)cc3)ccc12 | . | . | . | -6 | -1 | 0 | -2 | 0
NS(=O)(=O)c1ccc(NC(=O)CN2CCCC2)cc1 | 4 | -1 | 4.8 | -3 | -2 | -2 | 0 | 1
COc1cccc(NC(=O)C2(C)CCN2C(=O)CC2CCCC2)c1 (stereo not given) | . | . | 0.1 | 20 | 4 | -12 | 4 | 0
Cc1ccc(S(=O)(=O)Nc2ccc3c(c2)CC(=O)N([C@H](C)CO)C[C@@H](C)[C@H](CN(C)S(=O)(=O)c2cccs2)O3)cc1 | -10 | 6[16.7 µM] | -0.2 | 9 | -5 | 17 | 0 | 6
CC(C)c1ccc(S(=O)(=O)NCc2ccc3c(c2)OCO3)cc1 | 12 | 7 | . | -1 | -2 | -1 | -5 | -4
O=C(Nc1ccc(Oc2ccccc2)cc1)C1CCN(c2c3c(nc4ncnn24)CCC3)CC1 | -13 | -4 | . | . | . | 0 | 0 | 0
N#CCCC(CCC#N)(CCC#N)c1cc[n+](CCc2ccccn2)cc1 | -4 | 0 | -0.1 | -12 | -3 | 10 | 3 | -6
COc1ccc(C(=O)N/N=C/C(=O)c2ccccc2)cc1 | 6 | -1 | -0.3 | -1 | -3 | -20 | -1 | -8
O=C(Nc1ccccc1F)N[C@H]1CC[C@@H](CCNC(=O)C2CC2)O[C@H]1CO | -23 | . | 0.6 | 14 | 0 | 0 | 1 | 4
O=C(N=C1SC2CS(=O)(=O)CC2N1Cc1ccccc1Cl)C1CC1 (stereo not given) | -2 | -3 | . | -4 | 2 | 0 | -4 | -15
CC(=NNC(=O)c1ccncc1)c1cccc(Cl)c1 | 7 | -9 | -0.2 | -13 | 0 | -1 | -1 | 5
O=C(c1ccco1)N1CCN(C2CN(Cc3cn(Cc4ccccc4C(F)(F)F)nn3)S(=O)(=O)C2)CC1 (stereo not given) | 3 | 0 | -0.1 | -10 | -1 | 32 | -8 | 9
N#Cc1ccc(Nc2nc(-c3ccccc3)c(C(=O)c3ccccc3)s2)cc1 | -5 | 3 | -1.4 | -17 | -3 | -27 | 3 | 11
COCC(=O)N1[C@H](CO)[C@H](c2ccccc2)C12CN(C(=O)Nc1ccccc1F)C2 | 1 | . | -0.1 | 4 | -1 | . | . | .
CCCCOc1ccc(CSc2n[nH]c(C)n2)cc1 | 19 | 1 | . | . | . | -12 | 0 | 16
O=C(Nc1ccccc1F)N1CCCCN2[C@H](CO)[C@H](c3ccc(C#Cc4ccccc4)cc3)[C@@H]2C1 | -4 | 0[16.7 µM] | -0.8 | -13 | -4 | 0 | 8 | 11
Cn1nnc(NC(=O)c2ccc(C(C)(C)C)cc2)n1 | 2 | 9 | . | . | . | -7 | -1 | 9
O=C(N[C@@H]1CC[C@@H](CCNS(=O)(=O)c2cccc(Cl)c2)O[C@H]1CO)c1ccc(F)cc1 | 0 | . | -0.2 | -11 | 3 | 9 | 0 | -5
COc1cc(C(CC(=O)N2CCCC2)c2c(OC)cc(OC)c3ccc(=O)oc23)cc(OC)c1OC (stereo not given) | 15 | -5 | -0.2 | -10 | -1 | 0 | 3 | 1
CC(C)(C)NC(=O)C1Cc2ccccc2CN1C(=O)Nc1ccccc1Cl (stereo not given) | -6 | -6 | . | . | . | -1 | -3 | 3
C[C@H]1CN[C@H](CCO)/C1=C\c1ccccc1 | 8 | -6 | 0.0 | 6 | -1 | 2 | 2 | 1
COc1cccc(C(=O)Nc2ccc3c(c2)C(=O)N(C)C[C@@H](OC)[C@@H](C)CN(CC2CC2)[C@@H](C)CO3)c1 | -4 | . | 0.0 | -11 | 2 | -4 | -2 | 4
COc1ccc(N2C(=O)c3ccc(C(=O)Nc4ccccc4OC)cc3C2=O)cc1 | -9 | -5 | . | -9 | -3 | -1 | 1 | 11
Cc1ccc(N=Nc2c(N)nn3c(C)cc(C)nc23)cc1 | . | -9 | . | . | . | 1 | 3 | 19
CN(C)C(=O)c1cccc(-c2ccc([C@H]3[C@@H](CO)N4CCCCN(CC5CCOCC5)C[C@H]34)cc2)c1 | -2 | 4[16.7 µM] | 0.8 | -4 | 0 | 9 | -5 | 17
CCOc1ccccc1N(C)C(=O)c1nn(-c2ccc(OC)cc2OC)c(=O)c2ccccc12 | 9 | -5 | . | -2 | -1 | 7 | 1 | 2
CN1C(=O)c2cc(NC(=O)C3CC3)ccc2OC[C@@H]2O[C@H](CC(=O)NC3CCC3)CC[C@H]21 | -10 | -32[16.7 µM] | 0.1 | 1 | -1 | 1 | 1 | -7

For reference, part of the list above.
canonical_smiles | PGC1a acetyl inh | miR122 inh | E-selectin induc | RAD52 anneal inh | ERAP1 HTS inh | Cneo AK release | PglD inh | RAD54 inh
CC(C)(C)NC(=O)C1Cc2ccccc2CN1C(=O)Nc1ccccc1Cl (stereo not given) | -6 | -6 | . | . | . | -1 | -3 | 3
C[C@H]1CN[C@H](CCO)/C1=C\c1ccccc1 | 8 | -6 | 0.0 | 6 | -1 | 2 | 2 | 1
COc1cccc(C(=O)Nc2ccc3c(c2)C(=O)N(C)C[C@@H](OC)[C@@H](C)CN(CC2CC2)[C@@H](C)CO3)c1 | -4 | . | 0.0 | -11 | 2 | -4 | -2 | 4
COc1ccc(N2C(=O)c3ccc(C(=O)Nc4ccccc4OC)cc3C2=O)cc1 | -9 | -5 | . | -9 | -3 | -1 | 1 | 11
Cc1ccc(N=Nc2c(N)nn3c(C)cc(C)nc23)cc1 | . | -9 | . | . | . | 1 | 3 | 19
CN(C)C(=O)c1cccc(-c2ccc([C@H]3[C@@H](CO)N4CCCCN(CC5CCOCC5)C[C@H]34)cc2)c1 | -2 | 4[16.7 µM] | 0.8 | -4 | 0 | 9 | -5 | 17
CCOc1ccccc1N(C)C(=O)c1nn(-c2ccc(OC)cc2OC)c(=O)c2ccccc12 | 9 | -5 | . | -2 | -1 | 7 | 1 | 2
CN1C(=O)c2cc(NC(=O)C3CC3)ccc2OC[C@@H]2O[C@H](CC(=O)NC3CCC3)CC[C@H]21 | -10 | -32[16.7 µM] | 0.1 | 1 | -1 | 1 | 1 | -7

Continuation.
canonical_smiles | PGC1a acetyl inh | miR122 inh | E-selectin induc | RAD52 anneal inh | ERAP1 HTS inh | Cneo AK release | PglD inh | RAD54 inh
C[C@@H]1CN([C@H](C)CO)C(=O)c2cc(-c3ccccc3F)cnc2O[C@H]1CN(C)C(=O)C1CCCCC1 | -7 | -4[16.7 µM] | 0.0 | 5 | -1 | 0 | 1 | 2
COc1ccccc1S(=O)(=O)N(C)C[C@H]1OCc2cn(nn2)CCCC(=O)N([C@H](C)CO)C[C@@H]1C | 3&-3 | 0 | -0.2&0.0 | -13&-4&-3 | 8&1&0 | 0&-1&3 | 2&1&0 | -10&-6&2
CCOc1ccc(S(=O)(=O)NCCC(=O)N2CCCN(C)CC2)cc1 | 3 | 2 | . | -14 | 1 | 6 | 6 | 8
CCOc1cc(C2C(C(=O)c3ccco3)=C(O)C(=O)N2CCc2ccccc2)ccc1O (stereo not given) | -2 | -2 | . | . | . | 0 | 0 | 8
CCn1cc(S(=O)(=O)NCCc2ccc(F)cc2)cn1 | 3 | 32 | 0.2 | -2 | -1 | 1 | 2 | 7
C[C@@H]1CN([C@@H](C)CO)C(=O)c2cc(NC(=O)Cn3cnnn3)ccc2O[C@@H]1CN(C)Cc1ccc(Oc2ccccc2)cc1 | 3 | 15[16.7 µM] | 52* | -20 | 1 | -2 | 0 | 1
COC(=O)[C@@]1(Cc2ccccc2)N=C(c2ccc(OCCCO)cc2)O[C@H]1c1ccccc1 | . | . | . | 20 | 0 | -5 | 1 | -7
COc1cccc(-c2nnc(Nc3nc4c(F)cccc4s3)o2)c1 | -2 | 8 | . | . | . | 1 | 0 | 9
COC(=O)c1sc(S(=O)(=O)N2CCN(c3ccc(OC)cc3)CC2)c(C(=O)OC)c1C | -12 | -1 | . | . | . | 0 | -4 | 2
O=C(Nc1cc(F)ccc1F)N1CC(=O)N2[C@H](C1)[C@H](c1ccc(-c3ccccc3)cc1)[C@@H]2CO | -2 | . | 0.0 | 20 | -2 | . | . | .
CCOC(=O)c1nn(-c2ccc(C)c(C)c2)c(=O)c2c(N)scc12 | 10 | -4 | 2.3 | . | . | 0 | 2 | 2
C#CCCOC(=O)N1C2=NC(C(=O)OC)=C(C(=O)OC)[C@@H]3Nc4ccccc4[C@]23C[C@H]1C(=O)OC | -2 | -4 | -0.1 | . | . | 0 | 0 | 0
CCc1ccc2c(c1)Sc1ccccc1CC2N1CCN(C)CC1 (stereo not given) | . | 2 | . | 43 | . | 28 | -3 | 20
Cn1cnc(S(=O)(=O)N2CCCCN3[C@H](CO)[C@H](c4ccc(-c5ccccc5F)cc4)[C@H]3C2)c1 | -1 | -6[16.7 µM] | -0.1 | 4 | 2 | -19 | -5 | -6
CN1CCN(C(=O)/C(C#N)=C/c2ccc(OC(F)F)cc2)CC1 | 2 | 16 | -0.3 | -11 | -6 | -2 | 5 | 4
Cc1noc(C)c1-c1ccc2nc[nH]c(=O)c2c1 | . | . | 0.0 | 0 | 2 | 0 | -2 | -6
COc1cc(NC(C)=O)c2ncccc2c1NC(C)=O | 3 | -10 | 0.0 | -4 | 0 | 0 | -1 | -6
Cc1csc(NC(=O)c2ccc(S(=O)(=O)N3CCCC3)cc2)n1 | 4 | -12 | 0.1 | -15 | . | -2 | 6 | -8

High-throughput results (PubChem)
